SENP8 block = blocks the human protease SENP8; purified SENP8, Z-RLRGG-aminoluciferin cleavage, luminescence; inhibition, % at 10 µM; hit rate 1.2% among 330,000
Target sequence (Q96LD8 whole entry, looked up): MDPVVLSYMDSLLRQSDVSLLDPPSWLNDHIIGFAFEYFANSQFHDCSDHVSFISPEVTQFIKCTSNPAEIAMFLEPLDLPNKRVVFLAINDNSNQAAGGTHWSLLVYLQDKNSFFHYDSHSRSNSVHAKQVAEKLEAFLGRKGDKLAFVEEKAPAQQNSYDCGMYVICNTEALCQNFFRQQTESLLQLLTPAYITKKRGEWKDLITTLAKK
Jurkat NFkB inh = lowers PMA/ionomycin-induced NF-kB signal in Jurkat cells. PMA/ionomycin-induced NF-kB luciferase reporter, luminescence. inhibition, % at 4 µM. hit rate 0.53% among 330,000. AID 435003
CCR6 antagonist = CCR6 (human) receptor antagonism | P51684 | CHO-K1 CCR6 PathHunter beta-arrestin, luminescence, CCL20-stimulated | inhibition, % at 20 µM | hit rate 0.49% among 340,000 | AID 493098;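 active means compounds whose inhibition of the agonist-driven luminescence signal at 20 µM reaches about 50%, limit read from the data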;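 further: cells stimulated with CCL20 at 14 nM final; plate controls were DMSO with CCL20 for no effect and DMSO without agonist for full effect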
Target sequence (P51684 whole entry, looked up): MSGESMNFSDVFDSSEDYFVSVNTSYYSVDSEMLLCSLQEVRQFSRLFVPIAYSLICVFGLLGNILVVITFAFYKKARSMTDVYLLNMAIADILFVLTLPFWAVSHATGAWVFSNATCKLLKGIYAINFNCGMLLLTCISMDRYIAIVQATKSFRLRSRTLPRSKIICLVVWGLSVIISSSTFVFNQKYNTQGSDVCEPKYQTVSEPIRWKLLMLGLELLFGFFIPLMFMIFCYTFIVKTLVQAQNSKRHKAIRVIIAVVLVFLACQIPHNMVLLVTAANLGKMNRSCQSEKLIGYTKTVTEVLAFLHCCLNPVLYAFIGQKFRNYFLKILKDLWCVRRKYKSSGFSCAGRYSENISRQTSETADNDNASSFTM
UBC13 inh = inhibitors of human UBC13 polyubiquitin chain formation; P61088; TR-FRET; inhibition, % at 20 µM; hit rate 0.47% among 330,000; AID 485273; in the data active means inhibition above about 45%, passing the limit was not always enough
Target sequence (P61088 whole entry, looked up): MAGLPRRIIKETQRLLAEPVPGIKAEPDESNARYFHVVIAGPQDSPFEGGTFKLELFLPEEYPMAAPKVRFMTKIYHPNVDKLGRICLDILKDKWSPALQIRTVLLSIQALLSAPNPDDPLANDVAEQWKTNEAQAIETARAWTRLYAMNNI
697 NFkB inh = inhibitors of the PMA/ionomycin-induced NF-kB reporter in 697 B cells; 697 B-cell NF-kB luciferase reporter, 16 h; inhibition, % at 4 µM; AID 435022; hit rate 0.33% among 330,000; in the data active means inhibition above about 35%
Gli-Sufu antag = antagonists of Gli-Sufu signaling. AID 588413. Sufu-KO-LIGHT fibroblasts, Gli luciferase reporter luminescence. hit rate 0.74% among 340,000. inhibition, % at 5 µM;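 active means inhibition above about 55%, limit read from the data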;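 further: 0% = DMSO-treated cells and 100% = wells with medium but no cells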
EBI2 antag = blocks human EBI2 receptor beta-arrestin signaling. P32249. inhibition, % at 5 µM. EBI2 beta-arrestin recruitment, luminescence, 7a,25-OHC stimulated. hit rate 0.81% among 360,000; in the data active means inhibition above about 38%;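 further: enzyme fragment complementation signal reports receptor beta-arrestin coupling in cells; 0% = agonist plus DMSO wells and 100% = wells without agonist; some results beyond the cut were filed as inactive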
Apaf1 inhib = inhibitors of human Apaf-1 apoptosome. inhibition, % at 20 µM. O14727. reconstituted apoptosome caspase-3 activity, DEVD-Rh110 fluorescence. hit rate 0.71% among 330,000. AID 489030; active means inhibition of at least 40% at 20 µM;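 further: plate controls were DMSO wells for no effect and DEVD-CHO caspase inhibitor wells for full effect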
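Medium: Hepes buffer, pH 7.5 / System: biochemical Apaf-1 apoptosome reconstitution / Measured by: Rh110 fluorescence, excitation 480 nm, emission 540 nm / Times: compound with Apaf-1, dATP, procaspase-3 30 min, then 50 min reaction, room temperature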
The depositor's hits bear a star. Unless noted, no stated cut-off is given here; in the data, active means inhibition above about 50%; inactive means the rest.

SMILES | SENP8 block | Jurkat NFkB inh | CCR6 antagonist | UBC13 inh | 697 NFkB inh | Gli-Sufu antag | EBI2 antag | Apaf1 inhib
CCN(C1CCS(=O)(=O)C1)S(=O)(=O)c1cccc([N+](=O)[O-])c1 (stereo unspecified) | -6 | -2 | -1 | -7 | -1 | 13 | -12 | 14
N#C/C(=C\c1ccc[nH]1)C(=O)Nc1ccccc1Cl | -10 | -43 | 6 | -2 | -63 | -29 | 4 | 11
O=C(c1cc(N2CCOCC2)c(F)cc1[N+](=O)[O-])N1CCOCC1 | 13 | -5 | 4 | -2 | 3 | -10 | -2 | -13
COc1ccc(CNC(=O)NS(=O)(=O)c2ccc(C)cc2)cc1 | 0 | -3 | -2 | -3 | 10 | -14 | -14 | -7
CCC(CC)c1nnc(NC(=O)C2CC(=O)N(C3CCCC3)C2)s1 (stereo unspecified) | 7 | 17 | 10 | 2 | 4 | -7 | 5 | 0
COc1cccc(C(=O)NC23CC4CC(CC(C4)C2)C3)c1 | -2 | -4 | 7 | 8 | -11 | -12 | 2 | -5
Cn1c(=O)oc2cc(S(=O)(=O)N3CCc4ccccc4C3)ccc21 | 10 | 14 | 6 | -1 | 5 | -3 | 0 | 14
CC(C)NC(=O)C(=O)NCCCOC(C)C | -15 | -7 | -5 | -3 | 4 | 17 | 0 | 0
O=C(NC(=S)NCc1ccco1)c1ccc(Br)cc1 | 4 | 1 | 17 | 6 | -9 | -23 | -10 | 15
O=C1N[C@H](Cc2ccccc2)CO1 | 4 | 4 | 14 | -2 | -6 | -6 | -1 | 0
COc1ccc(Cl)cc1C(=O)NNC(=S)NC(=O)c1cc(-c2ccc(Cl)cc2)nc2ccccc12 | -10 | 7 | 41 | -19 | -82 | 9 | 12 | 11
O=S(=O)(Nc1ccc(N2CCOCC2)cc1)c1c(F)cc(F)cc1Br | 10 | 28 | 0 | -5 | 4 | -15 | 8 | -2
CC(=O)c1c(C)[nH]c(C(=O)COC(=O)CNS(=O)(=O)c2ccccc2)c1C | -4 | 24 | 4 | -2 | 12 | 4 | -5 | -13
Cc1ccccc1CSc1[nH]c(=O)ncc1C | 3 | -3 | 12 | 0 | -9 | -24 | -2 | -8
Cc1ccc(C)c(N2CCN(C(=O)Cn3ncn4cccc4c3=O)CC2)c1 | -10 | -2 | 8 | -5 | -28 | 3 | -8 | 16
Cc1ccc(Cn2ccsc2=NC(=O)COC(=O)c2ccc(NC(=O)CC#N)cc2)cc1 | -5 | 2 | 12 | 4 | -16 | 0 | -8 | 10
O=C(NCCOc1ccc(F)cc1)C1CCC(=O)N(CCCN2CCCC2=O)C1 (stereo unspecified) | -8 | -16 | 16 | -4 | -9 | -15 | 5 | 2
COc1ccc(Cl)cc1NC(=O)COC(=O)CCCC1=NS(=O)(=O)c2ccccc2N1 | -14 | 7 | 9 | 17 | -6 | 10 | -10 | 3
CCn1nc(C)c(/C=N\NC(=O)c2ccc3c(c2)OCO3)c1C | 0 | 0 | -5 | -15 | -16 | -9 | 5 | 3
CCc1cc2c(=O)c(-c3cscn3)coc2cc1O | 20 | -58 | 2 | 4 | -91 | -19 | -2 | 4
CCN=c1sc2ccccc2n1CC(O)COc1ccccc1 (stereo unspecified) | -1 | 3 | 1 | 8 | -14 | -10 | -2 | 16
COc1cccc(NC(=O)COC(=O)c2ccco2)c1 | -7 | 0 | -6 | -2 | 16 | -1 | -11 | -1
COc1ccccc1N1C(=O)S/C(=C\c2cccs2)C1=O | -8 | -2 | -4 | 0 | 1 | -45 | 12 | 1
CC1CCN(S(=O)(=O)c2ccc3c(ccn3CC(=O)O)c2)CC1 | 5 | 1 | 8 | 0 | 18 | -5 | 8 | -7
CCOc1ccc(S(=O)(=O)N2CCN(c3ccc(OC)cc3)CC2)c2cccnc12 | -8 | 6 | -1 | -1 | 10 | 5 | 4 | 6
O=C(CNC(=O)c1ccco1)OCc1cccc(Cl)c1 | 2 | 4 | -6 | -1 | 11 | 1 | -4 | 0
O=c1c2ccccc2nc(SCc2cccc(F)c2)n1C1CCCC1 | 2 | 19 | 23 | 8 | 12 | 7 | -5 | 15
O=C(CN1C(=O)CSc2ncccc21)N1CCOCC1 | 6 | 12 | 19 | 2 | 9 | 1 | 0 | -8
S=C1N(c2ccccc2)C(c2ccc(Cl)cc2)N2CCCN12 (stereo unspecified) | 7 | 1 | 1 | 6 | -4 | -2 | 10 | -2
O=C(COc1cc([N+](=O)[O-])cc2cccnc12)NCCC1=CCCCC1 | -6 | -8 | 2 | -9 | -2 | -19 | 10 | 4

Fetched by structure from the entries so far (7):
SMILES | SENP8 block | Jurkat NFkB inh | CCR6 antagonist | UBC13 inh | 697 NFkB inh | Gli-Sufu antag | EBI2 antag | Apaf1 inhib
COc1ccc(CNC(=O)NS(=O)(=O)c2ccc(C)cc2)cc1 | 0 | -3 | -2 | -3 | 10 | -14 | -14 | -7
Cc1ccc(Cn2ccsc2=NC(=O)COC(=O)c2ccc(NC(=O)CC#N)cc2)cc1 | -5 | 2 | 12 | 4 | -16 | 0 | -8 | 10
CC(=O)c1c(C)[nH]c(C(=O)COC(=O)CNS(=O)(=O)c2ccccc2)c1C | -4 | 24 | 4 | -2 | 12 | 4 | -5 | -13
Cn1c(=O)oc2cc(S(=O)(=O)N3CCc4ccccc4C3)ccc21 | 10 | 14 | 6 | -1 | 5 | -3 | 0 | 14
CCn1nc(C)c(/C=N\NC(=O)c2ccc3c(c2)OCO3)c1C | 0 | 0 | -5 | -15 | -16 | -9 | 5 | 3
O=C(NC(=S)NCc1ccco1)c1ccc(Br)cc1 | 4 | 1 | 17 | 6 | -9 | -23 | -10 | 15
CCOc1ccc(S(=O)(=O)N2CCN(c3ccc(OC)cc3)CC2)c2cccnc12 | -8 | 6 | -1 | -1 | 10 | 5 | 4 | 6

Remaining list, next part.
SMILES | SENP8 block | Jurkat NFkB inh | CCR6 antagonist | UBC13 inh | 697 NFkB inh | Gli-Sufu antag | EBI2 antag | Apaf1 inhib
CC(=O)Nc1cccc(N/C=C(\C=O)c2nc3ccccc3o2)c1 | -4 | -33 | -2 | 5 | -16 | 7 | -15 | 14
S=c1[nH]nc(-c2ccccc2)n1/N=C/c1cccs1 | 0 | -15 | -5 | 4 | 8 | -3 | 0 | 7
Cc1ccc(S(C)(=O)=O)cc1C(=O)OCC(=O)N(Cc1ccccc1)Cc1ccccc1 | 7 | 12 | 13 | 11 | 13 | 5 | 9 | 17
O=C(/C=C/c1ccco1)c1ccccc1O | 18 | 2 | 17 | -2 | 5 | 0 | -4 | -2
CCOc1ccc(CCNC(=O)Cc2ccc(NC3=NC4CS(=O)(=O)CC4S3)cc2)cc1 (stereo unspecified) | -5 | 0 | 0 | -11 | 3 | -3 | 3 | 1
CCOC(=O)c1cnn(-c2nc(SC)nc3sc4c(c23)CCC4)c1N | -3 | -4 | 35 | -7 | 20 | -22 | -5 | 0
CC(=O)c1cc2c(C)c(C(=O)c3ccccc3)oc2cc1O | -21 | -186 | 20 | 1 | -362 | -89 | 10 | 19
CCCCN1CNC(=S)N(c2ccc(C(=O)OCC)cc2)C1 | -9 | 11 | 15 | -1 | -12 | 0 | 2 | -9
COC(=O)c1sc(NC(=S)NC(=O)c2ccccc2Cl)nc1C | 36 | -58 | 5 | 6 | -160 | -45 | -10 | 5
c1ccc(-c2cnn3nnnc3n2)cc1 | 2 | 4 | -10 | -2 | 9 | 0 | -11 | -9
C#Cc1ccc(CN2CCC(N3CCC(C(=O)NCc4ccccn4)CC3)CC2)cc1 | -7 | 13 | 9 | 4 | -21 | 23 | -7 | 14
CCCCC1(C)Cc2ccccc2C(=S)N1 (stereo unspecified) | -3 | 0 | 7 | 19 | 0 | 5 | -5 | 8
CCN(CC)c1ccc(C(=O)NC(=S)N2CCN(Cc3ccc4c(c3)OCO4)CC2)cc1 | -6 | 4 | 25 | 9 | 2 | 4 | 8 | 2
O=C1NC(c2ccc(Br)cc2)Nc2ccccc21 (stereo unspecified) | -18 | -25 | 3 | 6 | -59 | 7 | -5 | 6
O=C(CSc1nnc(-c2ccc(NS(=O)(=O)c3ccccc3)cc2)o1)NCC1CCCO1 (stereo unspecified) | -7 | 10 | 14 | -4 | 6 | 5 | -7 | -8
Cc1ccc(S(=O)(=O)N2CCC(C(=O)OC(C)C(=O)NCc3ccccc3)CC2)cc1C (stereo unspecified) | -10 | -5 | 17 | 2 | 8 | 0 | -7 | 19
COc1cc(CNc2ncn[nH]2)ccc1OCC(=O)NC(C)(C)C | -11 | 6 | 3 | -13 | 15 | 2 | -1 | 4
COc1ccc(CNC(=O)CSc2nnnn2-c2ccc(O)cc2)cc1 | -4 | -13 | -1 | -3 | 21 | 1 | 9 | 6
Cc1ccc(C(=O)NCc2nnc(SCC(=O)Nc3sc4c(c3C#N)CCCC4)n2C)cc1 | -3 | 11 | 1 | 12 | -8 | 0 | 5 | 19
COc1ccccc1-c1nnc(SCC(=O)Nc2cc(C)on2)o1 | -2 | 11 | 11 | 5 | 6 | 18 | 2 | -1
Cc1ccc(S(=O)(=O)CC(=O)Nc2nccs2)cc1 | -4 | 8 | 5 | 0 | 13 | -3 | -1 | -2
NC(=O)COc1cccc(/C=N/NC(=O)c2ccc(-n3cccc3)cc2)c1 | 2 | 10 | 2 | -2 | 52* | -3 | -10 | -16
Fc1cccc(CN2CCN(c3ncccn3)CC2)c1 | 0 | 7 | -5 | -4 | 1 | 0 | -23 | -5
CCC(C)(C)n1nnnc1C(c1ccc(OC)cc1)N1CCN(C(=O)c2ccco2)CC1 (stereo unspecified) | -2 | 9 | 2 | -1 | 11 | -11 | 2 | 7
CC1(C)Cc2cccc(OCC(=O)Nc3ccccc3N3CCOCC3)c2O1 | 0 | -3 | 8 | 11 | 8 | 23 | 30 | 15
C=CCn1c(=O)c2c(nc3n2CCCN3CCc2ccccc2)n(C)c1=O | 3 | -12 | 1 | -2 | -17 | 3 | 7 | 5
O=C(C[n+]1ccc(C(=O)c2ccccc2)cc1)Nc1ccccc1OC(F)F | 1 | 10 | -10 | 10 | 16 | 0 | -7 | 4
C=CCSc1nnc(-c2cc3c(C(F)(F)F)nn(C)c3s2)n1C | -12 | 17 | 2 | -5 | 5 | -7 | 6 | 6
CCCCC(NC(=O)Cc1c(C)c2cc3c4c(oc3cc2oc1=O)CCCC4)C(=O)O (stereo unspecified) | -5 | -27 | 5 | -4 | 2 | 11 | -5 | 12
COc1cccc(C(=O)NCC(=O)OCC(=O)NC2CCCCC2)c1 | 0 | 13 | 10 | 3 | 0 | 4 | 4 | -2
CCCNC(=O)Nc1cc(S(=O)(=O)CC)ccc1O | 3 | 2 | 6 | 1 | 4 | 3 | 2 | -15
Cn1cc(C(c2ccccc2OCC(=O)O)c2cn(C)c3ccccc23)c2ccccc21 | 2 | 13 | 12 | -9 | -4 | -7 | 5 | -4
CC(C)OC(=O)C1C(=O)CC(C)(O)C(C(=O)OC(C)C)C1c1ccc([N+](=O)[O-])cc1 (stereo unspecified) | 1 | -9 | 5 | -10 | 5 | 8 | 3 | -3
Cc1ccccc1NC(=O)CSc1nc(N)c(C#N)c(-c2cccs2)c1C#N | -2 | -5 | -1 | -6 | -56 | 4 | 10 | 22
Cc1ccc(CNC(=O)C2CCN(S(=O)(=O)c3cccs3)CC2)cc1 | 5 | -11 | 8 | -1 | 1 | 1 | 60* | 2
COc1ccc(N2C(=O)CS(=O)C(c3ccccc3)C2=O)cc1 (stereo unspecified) | -6 | -21 | 4 | -2 | -35 | 22 | 7 | 14
COC(=O)C1=C(C)N(CCCC(=O)O)C(=O)NC1c1ccc(Br)cc1 (stereo unspecified) | 1 | 8 | 10 | -1 | 2 | 29 | -5 | -8
CC(NC(=O)c1nn(C)c(=O)c2ccccc12)c1ccc(F)cc1 (stereo unspecified) | -7 | 15 | -5 | -6 | -2 | 6 | 1 | -14
COc1ccc(CNC(=O)C(C)Cc2ccccc2)cc1O (stereo unspecified) | 1 | -3 | 3 | -8 | -12 | -3 | 20 | 8
O=c1c2cn[nH]c2nc(SCc2c(F)cccc2F)n1-c1ccc(Cl)cc1 | -22 | 3 | 26 | 2 | 15 | 0 | 5 | 13
O=C(/C(=C(\[O-])c1ccccc1)[n+]1ccc2ccccc2c1)c1ccc([N+](=O)[O-])cc1 | -3 | 10 | -8 | 0 | -3 | 2 | -4 | 0
COc1ccc(N(Cc2ccccc2)N=O)cc1 | 8 | 3 | 6 | -23 | -7 | -5 | 8 | 0

From PubChem

An excerpt; rates above refer to the full screens.
